Source: PubChem BioAssay
LMPTP block: LMPTP phosphatase inhibitors, primary screen, biochemical, fluorescence intensity, uHTS | recombinant LMPTP-A, OMFP fluorogenic substrate | inhibition, % at 20 µM | 360,000 compounds, 0.22% hits | Low molecular weight phosphotyrosine protein phosphatase (Homo sapiens), P24666;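 active = compounds that cut the enzyme signal by at least half of the control window in the single-dose screen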;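 also: plate controls were DMSO wells with enzyme plus substrate for no effect and substrate without enzyme for full effect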
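Assay system: LMPTP-A enzyme. Input: 0.625 nM LMPTP-A final. Probe or stimulus: 400 µM OMFP. Compound dosing: single 20 µM dose. Schedule: 50 min dark incubation at room temperature. Detection: fluorescence intensity of OMFP turnover product. Read-out: percent inhibition versus substrate-only and uninhibited controls. Benchmarks: no-enzyme low control, uninhibited high control.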
Rpn11 inh: Rpn11 (PSMD14) deubiquitinase inhibitors, primary screen, biochemical, fluorescence polarization, uHTS. 26S proteasome non-ATPase regulatory subunit 14 (Homo sapiens), O00487. human 26S proteasome, Ub4-pepOG fluorescence polarization; 20S core pre-blocked with epoxomicin. calls only at 20 µM. 360,000 compounds, 0.59% hits;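 active = inhibition at 20 µM, scaled to each plate's controls, above about 33%, limit read from the data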
Tb MetRS inh: T. brucei MetRS inhibitors, primary screen, biochemical, luminescence | purified T. brucei MetRS, ATP depletion, Kinase-Glo luminescence | inhibition, % at 11.9 µM | 360,000 compounds, 0.4% hits;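 active = inhibition above a per-plate cutoff of the control wells' mean inhibition plus 3 SD, cut at about 5.5% in these data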;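 also: 0% = DMSO wells median and 100% = median of wells with control inhibitor compound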
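Dosing: 11.9 µM compound single dose, 0.9% DMSO; Assay system: purified T. brucei MetRS enzyme; Measured by: Kinase-Glo luciferase luminescence reporting remaining unconsumed ATP; Schedule: 15 min plus 2 h at 25 °C.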
NadD block: inhibitors of S. aureus NadD, primary screen, biochemical, colorimetric, uHTS. Nicotinate-nucleotide adenylyltransferase NadD (Staphylococcus aureus N315). 360,000 compounds, 0.78% hits. purified NadD enzyme, colorimetric absorbance read-out. inhibition, % at 20 µM; in the data active = inhibition above about 26%; also: some compounds past the cut are filed as inactive
STEP block: STEP phosphatase inhibitors, primary screen, biochemical, fluorescence intensity, uHTS; Tyrosine-protein phosphatase non-receptor type 5 (Homo sapiens), P54829; recombinant STEP, OMFP fluorogenic substrate; inhibition, % at 20 µM; 360,000 compounds, 0.25% hits; AID 588621, 2011;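 active = inhibition at 20 µM, scaled per plate between control wells, above about 37%, limit read from the data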;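 also: 0% = DMSO with enzyme and substrate and 100% = substrate only without enzyme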
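Assay system: isolated STEP enzyme. Buffer or medium: pH 6.0 Bis-Tris with DTT and Tween 20. Also added: fluorogenic phosphatase substrate OMFP at 25 µM final. Dosing: 20 µM, 1% DMSO. Timing: 20 min reaction, room temperature, in the dark. Measured by: fluorescence intensity, excitation 480 nm, emission 540 nm. Evaluation: normalized % inhibition.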
PABP1 MLLE inh: inhibitors of PABP1 MLLE–PAM2 peptide binding, primary screen, biochemical, fluorescence polarization, FITC-PAM2, GST-MLLE; 360,000 compounds, 0.36% hits; AID 588489, 2011; Polyadenylate-binding protein 1 (Homo sapiens), P11940; inhibition, % at 20 µM; in the data active = inhibition above about 35%, passing the limit was not always enough;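 also: plate controls were DMSO wells with GST-MLLE for no effect and wells lacking GST-MLLE protein for full effect; some results filed as inactive read as strong as hits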
Scp1 inh: Scp-1 phosphatase inhibitors, primary screen, biochemical, colorimetric, uHTS; Carboxy-terminal domain RNA polymerase II polypeptide A small phosphatase 1 (Homo …; Recombinant Scp1, phosphopeptide, malachite green phosphate absorbance; inhibition, % at 20 µM; 340,000 compounds, 0.88% hits;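 active = inhibition above about 50% at 20 µM, limit read from the data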;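 also: plate controls were DMSO wells with enzyme for no effect and wells lacking enzyme for full effect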
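Test system – truncated SCP-1 phosphatase (76-261aa) · Reagent – Phosphorylated 17-residue peptide substrate · Incubation – 45 min room-temperature reaction, 5 min colour, 30 min stabiliser · Detection – colorimetric phosphate reagent with accelerator and stabiliser, absorbance at 630 nm · Measure – % inhibition at 20 µM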
DNMT1 block: human DNMT1 methyltransferase inhibitors, primary screen, biochemical, molecular beacon, fluorescence, HinP1I cleavage, uHTS | DNA (cytosine-5)-methyltransferase 1 (Homo sapiens), P26358 | inhibition (reported as % activation of signal), % at 10 µM | 360,000 compounds, 0.83% hits; in the data active = inhibition above about 50%
Target sequence (P26358 504-1616 limits assumed): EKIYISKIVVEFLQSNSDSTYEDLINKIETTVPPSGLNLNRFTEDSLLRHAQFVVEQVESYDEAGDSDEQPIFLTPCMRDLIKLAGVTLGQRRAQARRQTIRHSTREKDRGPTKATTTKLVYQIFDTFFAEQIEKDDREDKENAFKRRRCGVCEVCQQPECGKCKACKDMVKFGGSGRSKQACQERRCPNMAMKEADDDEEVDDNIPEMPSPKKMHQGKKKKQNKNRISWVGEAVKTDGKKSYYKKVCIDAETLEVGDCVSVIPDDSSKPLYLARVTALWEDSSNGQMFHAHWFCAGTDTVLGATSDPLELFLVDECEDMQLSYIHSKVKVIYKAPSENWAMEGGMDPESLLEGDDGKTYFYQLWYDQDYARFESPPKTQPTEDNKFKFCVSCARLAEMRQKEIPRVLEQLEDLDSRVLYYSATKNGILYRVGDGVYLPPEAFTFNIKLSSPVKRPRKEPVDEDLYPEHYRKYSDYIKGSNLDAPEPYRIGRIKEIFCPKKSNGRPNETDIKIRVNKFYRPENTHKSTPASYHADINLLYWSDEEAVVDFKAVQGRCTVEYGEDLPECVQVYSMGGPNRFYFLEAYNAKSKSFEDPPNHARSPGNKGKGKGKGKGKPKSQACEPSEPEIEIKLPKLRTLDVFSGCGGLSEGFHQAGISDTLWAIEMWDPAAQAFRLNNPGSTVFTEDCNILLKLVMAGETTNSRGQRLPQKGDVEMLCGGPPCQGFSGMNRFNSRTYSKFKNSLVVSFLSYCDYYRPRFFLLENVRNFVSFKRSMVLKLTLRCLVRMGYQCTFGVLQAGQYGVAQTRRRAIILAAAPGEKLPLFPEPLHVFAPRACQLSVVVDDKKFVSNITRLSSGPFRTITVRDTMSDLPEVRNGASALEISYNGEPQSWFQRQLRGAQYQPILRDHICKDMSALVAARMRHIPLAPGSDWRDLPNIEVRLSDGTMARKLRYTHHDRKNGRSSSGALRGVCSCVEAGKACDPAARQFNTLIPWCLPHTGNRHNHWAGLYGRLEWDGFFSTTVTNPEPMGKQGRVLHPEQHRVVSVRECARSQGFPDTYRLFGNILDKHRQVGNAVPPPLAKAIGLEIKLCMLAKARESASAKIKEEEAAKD
SUMO1-SIM PPI: modulators of SUMO1 protein-protein interactions, primary screen, biochemical, uHTS; Small ubiquitin-related modifier 1 (Homo sapiens), P63165; SUMO1 binding to a labelled peptide, TR-FRET, 1 h; inhibition, % at 20 µM; AID 602429, 2012; 360,000 compounds, 0.33% hits; in the data active = inhibition above about 37%
CSN inh: inhibitors of CSN-mediated cullin deneddylation, primary screen, biochemical, fluorescence polarization, uHTS. COP9 signalosome complex subunit 5 (Homo sapiens), Q92905. Purified CSN, SCF-Nedd8-OG deneddylation. inhibition, % at 12.5 µM. 360,000 compounds, 0.38% hits;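 active = pattern-corrected inhibition above about 35%, with an unprinted fluorescence ratio check between 0.5 and 1.5, limit read from the data, passing the limit was not always enough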;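 also: 0% = enzyme with substrate and 100% = substrate without enzyme; some results filed as inactive read as strong as hits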
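Assay system: Purified human Csn5 enzyme expressed in HEK293T cells | Amount: Enzyme 0.24 nM | Measured by: Fluorescence polarization readout | Medium: Tris/NaCl/DTT buffer, pH 7.5 | Compound dosing: One concentration, 12.5 µM, 0.25% DMSO | Times: 90 min incubation of compound, enzyme and substrate at room temperature | Control set: no-enzyme wells high, enzyme-with-substrate wells low | Read-out: % inhibition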
* = called active by the depositor; i = inactive; x = not tested or not shown.

Structure | SUMO1-SIM PPI | LMPTP block | NadD block | CSN inh | Tb MetRS inh | PABP1 MLLE inh | DNMT1 block | Scp1 inh | STEP block | Rpn11 inh
CCCCCOC(=O)Cn1c(SCC(=O)Nc2ccccc2)nc2c1c(=O)[nH]c(=O)n2C | -3 | -2.1 | -1 | -5 | -1.3 | -24 | -2 | 0 | -5 | i
Cc1cccc(C)c1NC(=O)COC(=O)c1ccccc1Nc1ccccc1 | 8 | -0.4 | 5 | -5 | -0.7 | 15 | 19 | 7 | -2 | i
Cc1ccccc1N(CC(=O)N/N=C/c1ccc(Cl)cc1)C(=O)c1ccccc1 | -1 | 3.1 | 0 | 2 | -0.5 | 2 | -3 | 2 | -1 | i
CC1=C(C#N)C(=O)NC1(C)O (stereo not drawn) | -2 | -1.2 | -3 | -1 | -0.1 | 2 | -2 | x | 1 | i
O=C(OCCNC(=O)c1ccc2ccccc2n1)c1cccnc1 | -1 | -0.9 | -3 | 3 | -0.6 | -2 | 7 | -6 | -3 | i
COc1ccc(NC(=O)CN(c2ccc(C)cc2)S(=O)(=O)c2c(C)nn(C)c2C)cc1 | 3 | 0.0 | -12 | -2 | -0.2 | 4 | 0 | -3 | -3 | i
CN1CCN(c2ccccc2NC(=O)c2ccc(F)cc2)CC1 | -4 | -1.3 | -5 | 2 | -0.8 | 3 | 0 | -2 | 2 | i
COc1cc2cc(CN(CCc3cccc(C)c3)C(=S)NCCCN(C)C)c(=O)[nH]c2cc1OC | 2 | -2.5 | -6 | -9 | -0.3 | -138 | 5 | -5 | 1 | i
CCOCCCNCC(=O)Nc1ccccc1N1CCOCC1 | -1 | -1.5 | -2 | 2 | -0.8 | 25 | 6 | 1 | 19 | i
CC(C)(C)c1ccccc1NC(=O)c1ccco1 | 1 | -1.1 | -3 | -3 | 0.3 | -5 | 0 | -6 | -2 | i
CCCCNC(=O)N1CCN(Cc2ccc(F)cc2)CC1 | 1 | -1.0 | -5 | 1 | -0.4 | 0 | 16 | -7 | -4 | i
Cc1cc(C)nc(Nc2nc(-c3ccccc3)cs2)n1 | 7 | 2.6 | 1 | 3 | 0.3 | 8 | 2 | 0 | -1 | i
O=C(CCc1nnc(CCCCc2ccccc2)o1)N1CCCCC1CCO (stereo not drawn) | 4 | 0.9 | 0 | 0 | 0.1 | 3 | -1 | -4 | 0 | i
CN(C(=O)Cc1ccccc1)n1cnnc1 | -1 | -1.1 | -2 | 3 | -0.4 | -1 | 0 | 0 | -1 | i
CC(C)(C)n1nnnc1C(c1ccccc1OC(F)(F)F)N1CCN(C/C=C/c2ccccc2)CC1 (stereo not drawn) | -3 | 0.6 | -6 | 3 | -0.2 | 13 | -5 | x | 3 | i
O=C(COC(=O)C1CC(=O)N(c2ccc3c(c2)OCCO3)C1)Nc1ccc2c(c1)CCC2 (stereo not drawn) | 1 | -0.9 | -2 | 0 | -1.2 | 1 | -2 | -18 | 0 | i
O=C(c1ccc(S(=O)(=O)N2CCOCC2)cc1)N1CCN(C2=NS(=O)(=O)c3ccccc32)CC1 | -2 | -1.8 | -4 | -4 | -1.4 | 4 | 3 | 0 | -3 | i
O=C(Cc1ccccc1)NCC(=O)N/N=C/c1ccc(Cl)cc1 | -3 | 1.0 | -2 | 4 | -0.7 | -3 | 6 | 3 | -1 | i
COc1ccc(NS(=O)(=O)c2ccc(C)c(C(=O)NCCCn3ccnc3)c2)cc1 | -5 | -1.4 | 3 | -1 | -0.1 | -1 | 11 | x | 0 | i
COC(=O)CSC1=C(C#N)C(c2ccc(C(C)C)cc2)CC(=O)N1 (stereo not drawn) | 0 | -0.5 | -1 | 1 | -0.8 | -14 | -3 | -13 | 3 | i
COc1ccc(C(=O)NCC(=O)OCC(=O)Nc2cc([N+](=O)[O-])ccc2F)cc1 | -18 | -1.5 | -6 | 0 | -0.3 | 5 | 1 | 0 | 0 | i
O=C(NCc1cccnc1)c1cc(C2CCCCN2S(=O)(=O)c2cccc3cccnc23)on1 (stereo not drawn) | 4 | -2.3 | 2 | 2 | -0.2 | -6 | -3 | x | 1 | i
Nc1nc(NCC(=O)O)nc(NC2CCCCC2)c1[N+](=O)[O-] | -6 | 1.1 | -2 | 1 | -1.1 | 5 | -2 | -1 | 2 | i
COc1ccc(C(=O)CSc2nnc(-c3ccccn3)n2Cc2ccco2)cc1 | -5 | 0.4 | 2 | 3 | -0.7 | -14 | -1 | -7 | 2 | i
Nc1ccc(C(=O)Nc2ccco2)cc1 | 1 | 0.3 | 1 | -1 | -1.9 | -13 | -9 | -7 | 1 | i
CCCCOC(=O)NC1(C)CCS(=O)(=O)C1 (stereo not drawn) | 0 | -1.3 | 4 | -12 | -0.7 | 3 | 2 | 4 | 0 | i
Cc1ccc(-c2cc(-c3ccc(F)cc3)nc(N)c2C#N)o1 | 4 | -0.8 | 13 | 0 | -0.6 | -5 | -31 | 0 | 4 | i
Cc1cccc(OCC(=O)NCCCNC(=O)c2ccc(C)nc2)c1 | -3 | -0.9 | 2 | 8 | -0.2 | -12 | 2 | -3 | -2 | i
O=C(CNC(=O)c1cccc(F)c1)N/N=C/C=C/c1ccccc1 | -11 | 0.7 | -6 | 0 | -0.7 | -6 | -8 | -6 | -2 | i
COc1ccc(Oc2ccccc2/C=N/O)cc1 | -3 | 0.2 | -7 | 2 | 0.1 | 15 | 0 | -7 | -3 | i

An excerpt from above, reduced to Rpn11 inh, NadD block and CSN inh.
| canonical_smiles | Rpn11 inh | NadD block | CSN inh |
| --- | --- | --- | --- |
| CC1=C(C#N)C(=O)NC1(C)O (stereo not drawn) | i | -3 | -1 |
| O=C(OCCNC(=O)c1ccc2ccccc2n1)c1cccnc1 | i | -3 | 3 |

The list continues:
Structure | SUMO1-SIM PPI | LMPTP block | NadD block | CSN inh | Tb MetRS inh | PABP1 MLLE inh | DNMT1 block | Scp1 inh | STEP block | Rpn11 inh
CC(C1CC1)N(Cc1ccccc1)C(=S)Nc1cccc(C(F)(F)F)c1 (stereo not drawn) | 2 | 0.8 | -1 | -3 | -0.2 | -13 | 9 | -9 | 0 | i
CC1=NN(C(=O)c2ccccc2C)C(O)(c2ccc(Cl)cc2)C1 (stereo not drawn) | 1 | 0.1 | -10 | 2 | -1.0 | 2 | 0 | -11 | -2 | i
CCCn1c(CNC(=O)Cc2ccccc2)nc2ccccc21 | -2 | 0.3 | -1 | 3 | 0.0 | 12 | 2 | -15 | 0 | i
CCOc1cc(CNC(=O)CCCn2c(=O)c3cccn3c3cccnc32)cc(OCC)c1OCC | -5 | 0.1 | 3 | 1 | 0.1 | -16 | -1 | -8 | 2 | i
NNc1nc(-c2ccccc2Cl)nc2ccccc12 | 2 | 4.2 | 2 | 5 | 0.5 | -30 | -3 | -10 | 1 | i
COc1ccc(-c2nnc(Nc3ccc(CC(N)=O)cc3)c3ccccc23)cc1 | -14 | 0.6 | 9 | -13 | -0.8 | 9 | 6 | 4 | -1 | i
Cc1ccccc1Cc1c(C)nc2nc(SCC(=O)NCc3ccco3)nn2c1C | -2 | -0.9 | -1 | -2 | -0.4 | 27 | -3 | 2 | 1 | i
CCCC(=O)Nc1ccc(C(=O)NNC(=O)COc2ccc(Br)c(C)c2)cc1 | -3 | 0.6 | -5 | 4 | -1.9 | -13 | 22 | -8 | -1 | i
COc1ccc2[nH]c3c(c2c1)CCN1C(=O)C(CC(=O)NCc2cccc(C(F)(F)F)c2)C[C@H](C(=O)N2CCCCC2)[C@@]31C (stereo partly drawn) | 11 | 1.9 | -4 | -6 | 0.5 | 1 | -10 | -4 | 0 | i
COC(=O)COc1ccc(S(=O)(=O)N2CCN(c3ccc(F)cc3)CC2)cc1 | -2 | 0.5 | -2 | -4 | 0.3 | 5 | -1 | 1 | 3 | i
CC(=O)c1ccc(S(=O)(=O)N2CCN(S(=O)(=O)c3ccccc3C(F)(F)F)CC2)cc1 | 0 | -3.0 | -5 | 0 | -1.2 | 13 | -10 | -4 | 1 | i

6 entries already listed, sorted by formula weight, descending:
Structure | SUMO1-SIM PPI | LMPTP block | NadD block | CSN inh | Tb MetRS inh | PABP1 MLLE inh | DNMT1 block | Scp1 inh | STEP block | Rpn11 inh
COc1ccc2[nH]c3c(c2c1)CCN1C(=O)C(CC(=O)NCc2cccc(C(F)(F)F)c2)C[C@H](C(=O)N2CCCCC2)[C@@]31C (stereo partly drawn) | 11 | 1.9 | -4 | -6 | 0.5 | 1 | -10 | -4 | 0 | i
CC(=O)c1ccc(S(=O)(=O)N2CCN(S(=O)(=O)c3ccccc3C(F)(F)F)CC2)cc1 | 0 | -3.0 | -5 | 0 | -1.2 | 13 | -10 | -4 | 1 | i
CCCC(=O)Nc1ccc(C(=O)NNC(=O)COc2ccc(Br)c(C)c2)cc1 | -3 | 0.6 | -5 | 4 | -1.9 | -13 | 22 | -8 | -1 | i
CC(C1CC1)N(Cc1ccccc1)C(=S)Nc1cccc(C(F)(F)F)c1 (stereo not drawn) | 2 | 0.8 | -1 | -3 | -0.2 | -13 | 9 | -9 | 0 | i
CCCn1c(CNC(=O)Cc2ccccc2)nc2ccccc21 | -2 | 0.3 | -1 | 3 | 0.0 | 12 | 2 | -15 | 0 | i
NNc1nc(-c2ccccc2Cl)nc2ccccc12 | 2 | 4.2 | 2 | 5 | 0.5 | -30 | -3 | -10 | 1 | i
